Screening data (PubChem)
sgs1 mgt1 – NCI yeast anticancer drug screen, S. cerevisiae sgs1 mgt1 strain; growth inhibition, % at 50 µM; 10% of 78,000 active; AID 161;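 note: 0% = growth of vehicle-only cultures of the same strain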
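Yeast cells carrying a defined DNA-repair defect were exposed to test compounds. Growth inhibition was measured relative to vehicle-treated controls.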
yeast mlh1 rad18 – NCI yeast anticancer drug screen, S. cerevisiae mlh1 rad18 strain; % growth inhibition at 50 µM; 11% of 79,000 active; AID 175;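 note: 0% = growth of vehicle-only cultures of the same strain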
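Cells of a genetically altered yeast strain, deficient in DNA damage repair, were treated with compound. Their growth was then compared with that of vehicle-treated cultures to give inhibition.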
cln2 rad14 – NCI yeast anticancer drug screen, S. cerevisiae cln2 rad14 strain; 8.3% of 78,000 active; growth inhibition, % at 50 µM;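 note: 0% = growth of vehicle-only cultures of the same strain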
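cln2 rad14 yeast strain; compound exposure; growth inhibition read vs vehicle controls.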
rad50 – NCI yeast anticancer drug screen, S. cerevisiae rad50 strain; % growth inhibition at 50 µM; 10% of 79,000 active; AID 155;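 note: 0% = growth of vehicle-only cultures of the same strain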
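Compounds were tested on a yeast strain with an engineered DNA damage repair alteration; the reported value is growth inhibition normalised to vehicle treatment.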
yeast bub3 – NCI yeast anticancer drug screen, S. cerevisiae bub3 mutant strain; % growth inhibition at 50 µM; 9.9% of 78,000 active;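 note: 0% = growth of vehicle-only cultures of the same strain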
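Readout: yeast growth inhibition, expressed relative to vehicle-only wells. The test organism is a mutant strain from a panel with lesions in DNA repair or checkpoint genes.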
mec2-1 – NCI yeast anticancer drug screen, S. cerevisiae mec2-1 strain | growth inhibition, % at 50 µM | 9% of 79,000 active;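 note: 0% = growth of vehicle-only cultures of the same strain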
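Mutant yeast (mec2-1) grown with compound; growth inhibition relative to vehicle control reported.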
The depositor's hits bear a star; & = joins results of further samples. Cut-off read from the data, not from the text of the source: active = growth inhibition above about 70%; inactive = the rest.

Screening CCOC(=O)C(C)n1ncnn1 (stereo not drawn) returned sgs1 mgt1 -4.5, yeast mlh1 rad18 -19.6, cln2 rad14 -50.8, rad50 -20.9, yeast bub3 5.5 and mec2-1 -4.8.
Screening O=C1NC2OCC(O)C(O1)C2O (stereo not drawn) returned sgs1 mgt1 -13.3, yeast mlh1 rad18 16.3, cln2 rad14 7.8, rad50 3.9, yeast bub3 -2.2 and mec2-1 1.0.
`COC1=CC(=O)C(CC=C(C)C)=CC1=O` gave sgs1 mgt1 -1.2, yeast mlh1 rad18 -3.2, cln2 rad14 -62.4, rad50 5.7, yeast bub3 -8.9 and mec2-1 -9.9.
Screening CCCCCCCc1c(Cl)nc(Cl)nc1Cl returned sgs1 mgt1 87.0*, cln2 rad14 46.0, rad50 78.3*, yeast bub3 76.2* and mec2-1 88.3*.
For CCC(c1ccc(O)c(C2CCCCC2)c1)C(CC)c1ccc(OC(=O)c2ccccc2)c(C2CCCCC2)c1 (stereo not drawn) the results were sgs1 mgt1 -17.1, yeast mlh1 rad18 -8.9, cln2 rad14 26.8, rad50 -16.8, yeast bub3 1.1 and mec2-1 -10.8.
`Cc1ccccc1C1N=C2Oc3ccccc3C=C2C(=O)N1` (stereo not drawn) gave sgs1 mgt1 0.6, yeast mlh1 rad18 -32.5, cln2 rad14 -9.6, rad50 10.7, yeast bub3 -17.4 and mec2-1 -11.8.
`COc1cccc2c(SC)c(C)[nH]c12` gave sgs1 mgt1 18.8, yeast mlh1 rad18 14.8, cln2 rad14 -0.1, rad50 14.9, yeast bub3 -19.8 and mec2-1 -0.4.
Screening CCOC(=O)C1=C(C(=O)OCC)C(c2ccccc2)N(c2ccccc2)C1c1ccccc1 (stereo not drawn) returned sgs1 mgt1 1.4, yeast mlh1 rad18 6.8, cln2 rad14 17.4, rad50 8.1, yeast bub3 2.9 and mec2-1 -0.5.
Screening Nc1nc(N)c(-c2cccc(C(F)(F)F)c2)c(Cc2cccc(C(F)(F)F)c2)n1 returned sgs1 mgt1 99.3*, yeast mlh1 rad18 99.6*, cln2 rad14 98.9*, rad50 99.6*, yeast bub3 99.2* and mec2-1 99.3*.
Screening Nc1ccc(NC(=O)Nc2ccc(N)cc2)cc1 returned sgs1 mgt1 16.8, yeast mlh1 rad18 20.4, cln2 rad14 9.2, rad50 24.5, yeast bub3 10.8 and mec2-1 4.3.
O=C1c2ccccc2Cc2ccccc21 was read as sgs1 mgt1 -1.7, yeast mlh1 rad18 7.5, cln2 rad14 -19.4, rad50 3.5, yeast bub3 16.4 and mec2-1 7.8.
For O=c1c(Cl)c2cc3c(cc2c2ccccc12)nc1ccccc1n3Cc1ccc([N+](=O)[O-])cc1 the results were sgs1 mgt1 8.7, yeast mlh1 rad18 12.1, cln2 rad14 20.9, rad50 -1.8, yeast bub3 -1.9 and mec2-1 5.4.
Nc1nc2c(C(=O)NCc3cccs3)nnn2c2cccc(Cl)c12 was read as sgs1 mgt1 -5.3, yeast mlh1 rad18 7.0, cln2 rad14 4.2, rad50 -6.2, yeast bub3 -20.3 and mec2-1 -1.4.
Screening C=CCC(C(=O)NC(N)=O)c1ccccc1 (stereo not drawn) returned sgs1 mgt1 -11.3, yeast mlh1 rad18 0.3, cln2 rad14 19.5, rad50 3.9, yeast bub3 8.1 and mec2-1 -7.7.
COc1cccc(C(Nc2nncs2)Nc2nncs2)c1 was read as sgs1 mgt1 -8.4, yeast mlh1 rad18 16.1, cln2 rad14 13.9, rad50 3.1, yeast bub3 -20.3 and mec2-1 -9.2.
CCOc1ccc(C(C)=O)c(O)c1OCC was read as sgs1 mgt1 0.8, yeast mlh1 rad18 10.2, cln2 rad14 -25.5, rad50 -15.2, yeast bub3 -8.8 and mec2-1 -14.1.
CCOC(=O)NOC1CCCCO1 (stereo not drawn) was read as sgs1 mgt1 -3.2, yeast mlh1 rad18 5.0, cln2 rad14 -14.6, rad50 1.1, yeast bub3 -10.9 and mec2-1 -6.8.
CC[N+](C)(CC)C[Si](C)(C)c1ccccc1 was read as sgs1 mgt1 4.2, yeast mlh1 rad18 11.7, cln2 rad14 -17.9, rad50 12.8, yeast bub3 -8.9 and mec2-1 -1.9.
Screening CN1C(=O)CCC1c1nc2ccccc2[nH]1 (stereo not drawn) returned sgs1 mgt1 -3.0, yeast mlh1 rad18 20.4, cln2 rad14 -17.9, rad50 0.1, yeast bub3 6.5 and mec2-1 9.9.
`O=C(NC(=O)c1c(F)cccc1F)Nc1ccc(Cl)nc1` gave sgs1 mgt1 -0.2, yeast mlh1 rad18 10.1, cln2 rad14 2.3, rad50 8.8, yeast bub3 21.9 and mec2-1 6.0.
`COc1cc(/C=C/C=C2\CC/C(=C\C=C\c3ccc(O)c(OC)c3)C2=O)ccc1O` gave sgs1 mgt1 31.4, yeast mlh1 rad18 -9.1, cln2 rad14 37.7, rad50 10.2, yeast bub3 29.5 and mec2-1 18.4.
For O=C([O][Sb]([O]C(=O)C(Cl)(Cl)Cl)([c]1ccccc1)([c]1ccccc1)[c]1ccccc1)C(Cl)(Cl)Cl the results were sgs1 mgt1 67.1, yeast mlh1 rad18 66.7, cln2 rad14 11.9, rad50 41.0, yeast bub3 -69.9 and mec2-1 29.2.
`CCN(CC)CCCC(C)Nc1cc(OC)c2nc(C)cc(OC)c2c1OC` (stereo not drawn) gave sgs1 mgt1 -19.1, yeast mlh1 rad18 7.0, cln2 rad14 -6.0, rad50 -2.0, yeast bub3 -1.6 and mec2-1 -5.6.
`OC1(c2ccccc2)C=C(c2ccccc2)C=C(c2ccccc2)O1` (stereo not drawn) gave sgs1 mgt1 -1.1, yeast mlh1 rad18 -2.5, cln2 rad14 0.9, rad50 -6.0, yeast bub3 8.1 and mec2-1 10.7.
Screening COc1cc(/C=C/c2sc3ccccc3[n+]2C)ccc1N(C)C returned sgs1 mgt1 93.5*, yeast mlh1 rad18 92.5*, cln2 rad14 33.6, rad50 67.8, yeast bub3 64.5 and mec2-1 61.1.
CN(C)CCN(CC(=O)O)CC(=O)O was read as sgs1 mgt1 2.1, yeast mlh1 rad18 2.2, cln2 rad14 -5.4, rad50 6.3, yeast bub3 -4.8 and mec2-1 -21.9.
Cc1cccc(NC(=O)c2ccccc2Cl)c1 was read as sgs1 mgt1 -26.1, yeast mlh1 rad18 -5.5, cln2 rad14 -46.7, rad50 5.0, yeast bub3 -18.7 and mec2-1 -12.8.
For CC1CCC2(C)CCC3(C)C(=CCC4C5(C)CCC(O)C(C)(C)C5CCC43C)C2C1C (stereo not drawn) (tested in a mixture with another compound) the results were sgs1 mgt1 9.9, yeast mlh1 rad18 17.1, cln2 rad14 -5.8, rad50 23.8, yeast bub3 0.6 and mec2-1 -20.8.
Screening Cc1ccc2c(c1C)-c1c(ccc(C)c1C)C(=O)C2=O returned sgs1 mgt1 99.7*, yeast mlh1 rad18 99.5*, cln2 rad14 99.6*, rad50 99.3*, yeast bub3 99.5* and mec2-1 99.4*.
`CCCC(N)C(=O)O` (stereo not drawn) gave sgs1 mgt1 -22.9&-6.2, yeast mlh1 rad18 -59.4&9.0, cln2 rad14 -30.4&25.5, rad50 -11.3&4.0, yeast bub3 1.1&19.9 and mec2-1 -14.8&13.8.

Continued, overlapping the part above by five compounds.
CN(C)CCN(CC(=O)O)CC(=O)O was read as sgs1 mgt1 2.1, yeast mlh1 rad18 2.2, cln2 rad14 -5.4, rad50 6.3, yeast bub3 -4.8 and mec2-1 -21.9.
Cc1cccc(NC(=O)c2ccccc2Cl)c1 was read as sgs1 mgt1 -26.1, yeast mlh1 rad18 -5.5, cln2 rad14 -46.7, rad50 5.0, yeast bub3 -18.7 and mec2-1 -12.8.
For CC1CCC2(C)CCC3(C)C(=CCC4C5(C)CCC(O)C(C)(C)C5CCC43C)C2C1C (stereo not drawn) (tested in a mixture with another compound) the results were sgs1 mgt1 9.9, yeast mlh1 rad18 17.1, cln2 rad14 -5.8, rad50 23.8, yeast bub3 0.6 and mec2-1 -20.8.
Screening Cc1ccc2c(c1C)-c1c(ccc(C)c1C)C(=O)C2=O returned sgs1 mgt1 99.7*, yeast mlh1 rad18 99.5*, cln2 rad14 99.6*, rad50 99.3*, yeast bub3 99.5* and mec2-1 99.4*.
`CCCC(N)C(=O)O` (stereo not drawn) gave sgs1 mgt1 -22.9&-6.2, yeast mlh1 rad18 -59.4&9.0, cln2 rad14 -30.4&25.5, rad50 -11.3&4.0, yeast bub3 1.1&19.9 and mec2-1 -14.8&13.8.
For CC(=O)OCC1OC(n2c(=S)n(-c3ccc(C)cc3)c(=O)c3ccccc32)C(OC(C)=O)C(OC(C)=O)C1OC(C)=O (stereo not drawn) the results were sgs1 mgt1 15.9&-11.1, yeast mlh1 rad18 4.9&-9.4, cln2 rad14 21.2&21.0, rad50 32.0&2.2, yeast bub3 14.7&-6.7 and mec2-1 18.4&6.1.
For CC(=O)OC1CCC2(C)C(CCC3C2C(=O)C(Br)C2(C)C(C(C)=O)CCC32)C1 (stereo not drawn) the results were sgs1 mgt1 8.0, yeast mlh1 rad18 25.4, cln2 rad14 16.9, rad50 -1.2, yeast bub3 13.3 and mec2-1 0.5.
For CCCCCCCCCC(=O)N=C(C(N)=O)C(N)=O the results were sgs1 mgt1 38.5, yeast mlh1 rad18 21.8, cln2 rad14 3.8, rad50 -13.2, yeast bub3 1.7 and mec2-1 18.3.
`CSC(=S)NN` gave sgs1 mgt1 61.3, yeast mlh1 rad18 31.0, cln2 rad14 -14.8, rad50 55.8, yeast bub3 50.5 and mec2-1 37.4.
Screening N#CCCN(CCC#N)c1ccc(/C=C2\CC(O)(c3ccccc3)NC2=O)cc1 (stereo not drawn) returned sgs1 mgt1 -3.5, yeast mlh1 rad18 -6.0, cln2 rad14 11.2, rad50 2.2, yeast bub3 -0.5 and mec2-1 1.3.
For O=C(O)c1csnn1 the results were sgs1 mgt1 3.9, yeast mlh1 rad18 18.6, cln2 rad14 -8.0, rad50 4.5, yeast bub3 -18.4 and mec2-1 5.1.
`Cc1c(C(=O)CC(=O)C(=O)Nc2ccc(Cl)cc2)[n+](=O)c2ccccc2n1[O-]` gave sgs1 mgt1 0.7, yeast mlh1 rad18 -0.3, cln2 rad14 19.4, rad50 9.9, yeast bub3 8.3 and mec2-1 -2.2.
`NCCSC(O)(C(F)(F)F)C(F)(F)F` gave sgs1 mgt1 3.0, yeast mlh1 rad18 23.0, cln2 rad14 -15.2, rad50 19.6, yeast bub3 1.2 and mec2-1 8.8.
Screening CC(=O)N/C=C/c1cc(O)ccc1O returned sgs1 mgt1 10.3, yeast mlh1 rad18 9.6, cln2 rad14 -0.8, rad50 3.1, yeast bub3 2.9 and mec2-1 2.9.
`Cc1cc2c(cc1C)C(=O)OC2=O` gave sgs1 mgt1 36.3, yeast mlh1 rad18 41.5, cln2 rad14 31.6, rad50 72.0*, yeast bub3 83.5* and mec2-1 45.5.
`O=C(CCC(O)(C(=O)c1ccccc1)c1ccccc1)c1ccccc1` (stereo not drawn) gave sgs1 mgt1 -0.1, yeast mlh1 rad18 26.4, cln2 rad14 6.3, rad50 9.2, yeast bub3 0.4 and mec2-1 9.5.
`O=C1CCCC2CCCC(=O)N12` gave sgs1 mgt1 -0.4, yeast mlh1 rad18 -9.7, cln2 rad14 8.9, rad50 -1.4, yeast bub3 1.0 and mec2-1 -0.8.
Screening S=C1NCN2CCN(CC2)CNC(=S)C(=S)NCN2CCN(CC2)CNC1=S returned sgs1 mgt1 13.0, yeast mlh1 rad18 57.6, cln2 rad14 55.8, rad50 39.2, yeast bub3 48.9 and mec2-1 40.6.
`Cc1ccc(CNc2ccc(I)cc2)cc1` gave yeast mlh1 rad18 33.9, rad50 37.5 and mec2-1 37.9.
Screening O=C(c1ccc(O)cc1)C1N=NCC1c1ccccc1 (stereo not drawn) returned sgs1 mgt1 -11.8, yeast mlh1 rad18 13.8, cln2 rad14 -17.8, rad50 -15.8, yeast bub3 56.8 and mec2-1 -9.8.
For C[S+](C)N(c1ccccc1)C(C)(C)C the results were sgs1 mgt1 -0.5, yeast mlh1 rad18 -6.1, cln2 rad14 -17.4, rad50 -10.1, yeast bub3 -22.7 and mec2-1 -8.2.
For CC1(C)Cc2ccccc2C(C)(Cl)C(=O)N1 (stereo not drawn) the results were sgs1 mgt1 6.4, yeast mlh1 rad18 17.8, cln2 rad14 17.9, rad50 -10.8, yeast bub3 -26.9 and mec2-1 0.3.
For Nc1c2c(nc3ccccc13)CCCC2 (tested in a mixture with another compound) the results were sgs1 mgt1 -14.0&-14.9, yeast mlh1 rad18 -0.1&-11.7, cln2 rad14 9.4&9.6, rad50 -12.2&-8.0, yeast bub3 -18.6&-21.2 and mec2-1 -22.8&-20.4.
Screening C=C1C(O)C2OC(=O)C(=C)C2C(OC(=O)/C(C)=C/C)CC2(C)OC2C2OC12 (stereo not drawn) returned sgs1 mgt1 6.2, yeast mlh1 rad18 -40.4, cln2 rad14 13.7, rad50 -8.0, yeast bub3 -22.6 and mec2-1 5.1.
O=C(COc1ccc(Cl)cc1Cl)Nc1ccc(N=Nc2ccccc2)cc1 was read as sgs1 mgt1 -1.9, yeast mlh1 rad18 19.9, cln2 rad14 -3.6, rad50 -0.5, yeast bub3 -2.8 and mec2-1 7.5.
